From PubChem BioAssay
Platelet DG rel: modulates dense granule release in human platelets | inhibition, %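 (compounds screened at 7.5 µM in platelet-rich plasma)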 | human platelet-rich plasma, SFLLRN dense granule ATP release, luminescence | AID 1663 | 0.22% of 300,000 active;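 active means mean replicate score, as percent of positive control, at or above 50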
HDAC3 inh: blocks human histone deacetylase 3. inhibition, % at 8.3 µM. O15379. 0.15% of 320,000 active. AID 2718. recombinant HDAC3, fluorogenic peptide/trypsin coupled, fluorescence; in the data active means inhibition above about 26%, passing the limit was not always enough
HSF1 inhib: HSF1 inhibition; NIH3T3-HGL HSE-luciferase, MG132-induced, luminescence 8 h; active compounds read low; activity change, negative = inhibition, % at 7.5 µM (by protocol); 0.77% of 300,000 active;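 active means more than half of replicate wells show activity change below -50%, luminescence cut by over half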;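 further: luciferase reports HSF-1 transcriptional activity via heat shock element; 0% = median of DMSO wells and -100% = zero luminescence signal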
GSK3A inh: inhibitors of human GSK-3 alpha kinase; 0.1% of 320,000 active; AID 2650; ADP-Glo luminescence, 60 min; inhibition, % at 10 µM; P49840;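 in the data active means inhibition above about 50%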;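 further: GST-tagged GSK-3 alpha with peptide substrate and 25 µM ATP; 0% = DMSO neutral wells and 100% = GW8510 positive control wells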
Target sequence (P49840 whole entry, looked up): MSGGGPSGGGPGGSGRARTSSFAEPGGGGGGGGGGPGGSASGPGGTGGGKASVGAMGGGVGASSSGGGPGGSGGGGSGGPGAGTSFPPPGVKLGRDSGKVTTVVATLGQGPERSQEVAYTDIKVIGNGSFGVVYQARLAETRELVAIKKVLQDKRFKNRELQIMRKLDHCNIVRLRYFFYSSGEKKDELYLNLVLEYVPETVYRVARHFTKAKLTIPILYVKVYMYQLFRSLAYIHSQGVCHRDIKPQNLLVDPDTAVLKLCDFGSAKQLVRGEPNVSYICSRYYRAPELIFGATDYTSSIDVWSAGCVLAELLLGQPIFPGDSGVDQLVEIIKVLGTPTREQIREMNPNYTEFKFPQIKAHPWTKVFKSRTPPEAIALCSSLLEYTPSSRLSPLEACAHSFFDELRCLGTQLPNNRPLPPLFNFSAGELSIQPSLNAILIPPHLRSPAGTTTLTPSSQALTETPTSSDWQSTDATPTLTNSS
PolyA inh: inhibitors of polyadenylation in S. cerevisiae; S. cerevisiae SKY197-pL101 polyadenylation reporter, beta-gal luminescence; efflux-impaired pdr1/pdr3 knockout yeast; score 100 = 6 SD above DMSO; calls only at 12 µM; 0.02% of 300,000 active; AID 1875;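 active means lowest replicate activity score at least 50, where 100 means six control SD above control mean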;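 further: yeast exposed to compound for 9 h at 30 °C; higher score means more reporter readthrough which indicates perturbed polyadenylation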
HSP90 refold inh: inhibitors of HSP90 luciferase refolding in rabbit reticulocyte lysate | inhibition, % at 5.6 µM | 0.91% of 290,000 active | AID 1789 | luciferase refolding luminescence, 3 h;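 active means inhibition above the screen-wide mean plus 3 SD, computed separately per campaign, cut at about 16% in these data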;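 further: 0% = DMSO wells and 100% = 60 µM geldanamycin wells; inhibitors lower the luminescence because luciferase stays unfolded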
HSF-1 act: increases HSF-1 driven luciferase reporter signal; NIH3T3-HGL HSF-1 luciferase reporter, MG132, 8 h; 100% = twice DMSO control signal; activation, % at 9 µM; 1.7% of 300,000 active; AID 504408;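 active means mean replicate activation of at least 50% with a set share of replicates each reaching 50%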;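 further: 0% = median of the neutral control wells and 100% = twice that signal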
DYRK1A inh: Dyrk1A (rat) kinase inhibition; inhibition, % at 12.5 µM; 0.43% of 310,000 active; ADP-Glo luminescence, NFATc1 peptide; in the data active means inhibition above about 50%;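 further: plate controls were vehicle with enzyme for no effect and no enzyme for full effect; many of its hits are not listed in these tables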
GSK3beta inhib: inhibitors of human GSK3beta kinase; P49841; activity score (negative = inhibition), % at 10 µM; 0.038% of 300,000 active; GST-GSK3beta kinase, ADP-Glo luminescence, 60 min; active compounds read low;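 active means more than half of replicate wells score below -50%, meaning over 50% inhibition versus plate controls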;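 further: 0% = median DMSO wells and -100% = median GW8510 positive control wells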
Target sequence (P49841 whole entry, looked up): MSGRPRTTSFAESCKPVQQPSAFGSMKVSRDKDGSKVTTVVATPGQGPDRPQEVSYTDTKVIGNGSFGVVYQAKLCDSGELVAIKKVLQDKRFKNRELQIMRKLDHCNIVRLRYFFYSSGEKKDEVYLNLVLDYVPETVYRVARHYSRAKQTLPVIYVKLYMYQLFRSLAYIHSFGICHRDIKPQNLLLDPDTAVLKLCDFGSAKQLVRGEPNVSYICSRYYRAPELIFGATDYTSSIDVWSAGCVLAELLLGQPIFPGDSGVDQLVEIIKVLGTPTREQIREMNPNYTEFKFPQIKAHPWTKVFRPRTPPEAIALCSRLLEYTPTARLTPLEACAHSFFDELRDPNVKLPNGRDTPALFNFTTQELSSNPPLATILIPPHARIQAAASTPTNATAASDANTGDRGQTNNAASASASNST
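Test system: GST-tagged human GSK3beta kinase, cell-free; evaluation: activity score scaled between in-plate DMSO and GW8510 controls; measured by: ADP-Glo luminescence; incubation: 60 min reaction, RT; benchmarks: DMSO and 20 µM GW8510; reagent: peptide substrate plus 25 µM ATP (final); medium: Tris/MgCl2 kinase buffer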
AI-2 QS mod: modulates the Vibrio harveyi AI-2 quorum sensing system. 0.4% of 300,000 active. activity change, % at 7.5 µM. Vibrio harveyi JMH597 AI-2 luminescence/OD600 ratio, 9 h; active compounds read low; strain lacks LuxN and CqsS sensors; 0 = neutral-control median. AID 2094; in the data active means activity change below about -75%, passing the limit was not always enough;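 further: luminescence divided by OD600 gain over 9 h not by final OD600 alone; inactives centre near 13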
* marks the source's active call; other numbers are inactive results; i = inactive; · = not tested or not shown.

Key to letters – A = Platelet DG rel; B = HDAC3 inh; C = HSF1 inhib; D = GSK3A inh; E = PolyA inh; F = HSP90 refold inh; G = HSF-1 act; H = DYRK1A inh; I = GSK3beta inhib; J = AI-2 QS mod
Cc1nn(C)c(C)c1NC(=O)CC12CC3CC(CC(C3)C1)C2
  A = -2.2	B = -1.6	C = 2.7	D = -4.3	E = i	F = 2.5	G = 7.1	H = 3.8	I = 1.4	J = 22.1
CCn1c(=O)c(=O)[nH]c2cc(C(=O)NCc3ccc(F)cc3)ccc21
  A = 4.8	B = 0.8	C = 3.8	D = 3.2	E = i	F = 0.2	G = 9.3	H = 3.4	I = ·	J = ·
COc1c(Cl)cc(-c2noc(C)c2C(=O)NCCc2ccc(C)cc2)cc1Cl
  A = 2.2	B = -2.4	C = 7.8	D = -2.9	E = i	F = 2.6	G = 18.1	H = -3.9	I = 4.1	J = 26.4
Cc1ccc(-n2cccn2)c(CN2CCCC(C(=O)c3sccc3C)C2)c1 (centres undefined)
  A = -0.1	B = ·	C = -14.6	D = ·	E = i	F = 2.1	G = -20.7	H = 1.1	I = -2.6	J = 36.8
Cc1ccccc1CS(=O)(=O)CCC(=O)N1CCN(c2ccc(N3CCOCC3)nn2)CC1
  A = 16.9	B = -13.1	C = -7.1	D = 1.8	E = i	F = -4.2	G = -1.3	H = 2.2	I = -0.9	J = 13.8
CC(O)CNc1nc2c(c(=O)n(Cc3cccc(Cl)c3)c(=O)n2C)n1C (centres undefined)
  A = -5.1	B = -3.2	C = 8.6	D = -2.7	E = i	F = -1.2	G = 10.8	H = ·	I = -6.3	J = 13.5
O=C(CSc1nc2ccccc2s1)c1cc2ccccc2o1
  A = -0.8	B = -1.4	C = -4.2	D = 1.4	E = i	F = 0.6	G = -14.1	H = 0.2	I = 3.1	J = -48.0
Cc1ccc2ccccc2c1Cn1c(-n2ccnc2)nc2c1c(=O)n(C)c(=O)n2C
  A = -1.3	B = 5.1	C = -0.7	D = -7.4	E = i	F = 0.6	G = -8.1	H = 7.3	I = 0.8	J = 27.0
COC(=O)c1ccccc1NC(=O)Nc1ccc2c(c1)OCO2
  A = 73.7*	B = -6.9	C = -2.9	D = -3.3	E = i	F = -0.5	G = 8.3	H = 1.6	I = -2.4	J = 15.3
O=C(COC(=O)c1ccccn1)c1ccc([N+](=O)[O-])cc1
  A = 6.2	B = 7.1	C = 3.1	D = -0.5	E = i	F = 3.0	G = 10.2	H = -1.6	I = 0.2	J = 1.1
O=C1NC2(CCCCCC2)C(=O)N1Cc1ccc(F)cc1Cl
  A = 13.3	B = 1.5	C = 4.9	D = -1.5	E = i	F = 2.2	G = 12.1	H = -0.5	I = 1.4	J = 13.9
COC(=O)C1=C(CN2CCCc3ccccc32)NC(=O)NC1c1ccc(F)cc1 (centres undefined)
  A = 4.1	B = -0.7	C = -70.7*	D = 0.0	E = i	F = 46.4*	G = -73.5	H = -4.9	I = -0.1	J = 12.1
CCOC(=O)C1CCN(C(=O)CN2C(=O)c3ccccc3Sc3ncccc32)CC1
  A = -4.2	B = -1.4	C = 9.7	D = -2.9	E = i	F = -7.0	G = 4.6	H = 3.5	I = -1.5	J = 14.3
COc1ccc2c(CSc3nnc(-c4cccnc4)n3-c3ccccc3F)cc(=O)oc2c1
  A = 7.3	B = 2.4	C = 3.8	D = -1.5	E = i	F = -1.3	G = 30.2	H = -3.9	I = -2.2	J = 22.5
Cn1c(CNC(=O)c2ccc(Cl)cc2)nnc1SCC(=O)Nc1sc2c(c1C#N)CCCC2
  A = -9.9	B = -9.5	C = -23.9	D = 1.5	E = i	F = 2.8	G = -42.5	H = 1.5	I = -0.7	J = 16.9
NS(=O)(=O)c1ccc(NS(=O)(=O)c2cccs2)cc1
  A = -4.6	B = -4.6	C = -0.6	D = 2.1	E = i	F = -2.1	G = 29.1	H = -0.9	I = 0.9	J = 21.6
COc1ccc(-c2csc(N(CCc3ccc(OC)c(OC)c3)C(=O)COc3ccccc3)n2)cc1
  A = -0.6	B = -3.9	C = -43.1	D = -0.4	E = i	F = -0.6	G = -57.3	H = -8.5	I = 2.1	J = 14.3
O=C(Nc1ccccc1C(=O)O)c1ccc(NC(=O)C2CCCO2)cc1 (centres undefined)
  A = -6.5	B = -1.1	C = -5.5	D = 1.2	E = i	F = 3.5	G = -4.1	H = 5.4	I = 4.5	J = 2.8
CCOc1ccc(N(CC(=O)Nc2cc(C)cc(C)c2)S(C)(=O)=O)cc1
  A = -4.1	B = ·	C = -0.6	D = -2.5	E = i	F = 3.2	G = 19.5	H = -3.0	I = -0.7	J = 0.9
Cc1ccc(S(=O)(=O)N(Cc2ccccc2)c2ccccc2C(=O)NCc2cccnc2)cc1
  A = -7.5	B = 7.1	C = -7.3	D = -2.7	E = i	F = -4.4	G = -8.8	H = -3.2	I = 3.0	J = 9.2
COc1ccc(NC(=S)NC23CC4CC(CC(C4)C2)C3)cc1OC
  A = 0.6	B = ·	C = 0.1	D = -3.3	E = i	F = 5.4	G = 7.7	H = 0.7	I = -1.7	J = 11.4
Clc1ccc(CSc2ncccn2)cc1
  A = 9.9	B = ·	C = 3.5	D = 1.5	E = ·	F = -1.8	G = -2.2	H = 0.0	I = 2.6	J = -10.7
O=C(Nc1cccc(S(=O)(=O)N2CCOCC2)c1)c1ccc2ccccc2n1
  A = 1.8	B = 0.2	C = 3.0	D = -1.2	E = i	F = 6.5	G = 3.8	H = 13.3	I = 2.8	J = 13.1
OCC1CCCN1C(=S)Nc1ccccc1 (centres undefined)
  A = -12.0	B = 1.4	C = -3.7	D = ·	E = i	F = 0.8	G = -1.5	H = 1.5	I = -1.5	J = 25.3
CN(C)S(=O)(=O)c1ccc(Cl)c(NC(=O)CN2CCc3ccccc3C2)c1
  A = -6.2	B = -1.1	C = -5.9	D = -1.4	E = i	F = 0.0	G = -15.4	H = 1.1	I = 2.6	J = 21.1
Cc1c(Br)c(C(=O)NNC(=O)c2ccc(C(C)(C)C)cc2)nn1C
  A = 0.6	B = 0.5	C = 13.9	D = -1.7	E = i	F = -0.5	G = 12.2	H = -5.5	I = -3.5	J = -87.6*
CC12CN3CCN(CC(C3)/C1=N/N=C/c1cccc([N+](=O)[O-])c1)C2
  A = -7.4	B = -4.7	C = -3.7	D = -2.3	E = i	F = 1.1	G = 19.4	H = 8.3	I = 3.0	J = 16.3
O=C(Oc1ccccc1/C=C\C(=O)c1cc2ccccc2o1)c1ccccc1
  A = 3.1	B = -1.9	C = 288.6	D = 1.2	E = i	F = 5.5	G = 366.1*	H = -4.1	I = -0.8	J = -5.1
COc1ccc(Nc2nc(NCc3ccco3)nc(N/N=C/c3ccccc3)n2)cc1
  A = 4.8	B = 11.4	C = 5.5	D = -6.9	E = i	F = -3.2	G = 2.5	H = -1.9	I = 2.4	J = 2.4
COc1ccc(S(=O)(=O)N2CCCCCC2)cc1NC(=O)CN1C(=O)NC(C)(c2ccccc2)C1=O (centres undefined)
  A = -2.0	B = 0.4	C = 7.0	D = 0.8	E = i	F = ·	G = 4.9	H = 3.4	I = -2.0	J = 14.5
O=C(O)CSc1c2c(nc3cc(C(=O)Nc4ccc(F)c(Cl)c4)ccc13)CCCC2
  A = -2.4	B = 3.1	C = -6.9	D = -1.3	E = i	F = -2.2	G = -25.6	H = -8.7	I = 4.9	J = 11.4
O=C(O)CSCC(=O)Nc1ccc(C2CCCCC2)cc1
  A = 3.8	B = 8.3	C = -78.4*	D = -1.8	E = i	F = 52.1*	G = -78.6	H = -0.7	I = 0.4	J = 10.4
CNC(=O)c1c(C)noc1C
  A = 0.2	B = -9.6	C = -1.4	D = -1.6	E = i	F = -1.0	G = 25.2	H = -1.5	I = 2.1	J = 30.7
Cn1c(=O)c2c(nc(Oc3cccc(O)c3)n2C)n(C)c1=O
  A = -1.9	B = -2.4	C = -76.7*	D = 6.9	E = i	F = -0.6	G = -80.2	H = -2.8	I = 1.4	J = 8.3
CC(C)OC(=O)CC(NC(=O)OC(C)(C)C)c1ccccc1 (centres undefined)
  A = 0.2	B = -0.2	C = -3.5	D = -0.8	E = i	F = -3.1	G = -3.1	H = ·	I = 0.8	J = 15.8
COc1ccc(C(CNC(=O)c2oc3cc(Br)ccc3c2C)N2CCCCC2)cc1 (centres undefined)
  A = -1.5	B = 4.2	C = -3.6	D = -1.1	E = i	F = -1.4	G = -0.9	H = -5.4	I = -1.0	J = 4.0
O=S(=O)(c1ccc2nc(SCc3cccc(Cl)c3)[nH]c2c1)N1CCOCC1
  A = -4.6	B = 2.6	C = 6.2	D = -1.3	E = i	F = -2.6	G = 6.6	H = -4.3	I = 1.4	J = -50.0
O=C(OCCN1CCOCC1)c1cccc(F)c1
  A = 5.9	B = -5.2	C = -0.4	D = -1.5	E = i	F = 0.1	G = 4.4	H = 0.4	I = 4.0	J = -7.6
S=c1[nH]nc(-c2cccs2)n1/N=C/c1cn(-c2ccccc2)nc1-c1ccccc1
  A = 0.3	B = -0.5	C = 8.8	D = -0.8	E = i	F = 0.1	G = 24.0	H = ·	I = -0.5	J = 15.2
CC1(C)CC(=O)C=C(Nc2cc(-c3ccccc3)[nH]n2)C1
  A = 0.2	B = 7.8	C = -24.2	D = 49.4	E = i	F = 3.7	G = -34.1	H = 5.6	I = -53.8*	J = -79.0*
CCCCNC(=O)CCn1nc(-c2ccc(Cl)cc2)c2ccccc2c1=O
  A = 4.2	B = -7.0	C = 2.5	D = -0.4	E = i	F = -0.4	G = 5.9	H = -2.8	I = -1.8	J = 28.0
COc1ccc(C(=O)OC/C(O)=C(\C#N)c2nc3ccccc3[nH]2)cc1S(=O)(=O)N1CCOCC1
  A = 6.1	B = 3.8	C = -9.4	D = -0.3	E = i	F = 1.2	G = 27.0	H = 1.0	I = 17.1	J = 7.9
COc1ccc(NC(=O)c2coc(C)c2)cc1
  A = -1.9	B = -4.4	C = 3.3	D = 1.6	E = i	F = -0.2	G = 25.4	H = 2.3	I = 1.0	J = 20.3
CCc1ccccc1NC(=O)c1cc(C)no1
  A = -1.7	B = -1.9	C = -1.1	D = -3.2	E = i	F = 0.0	G = -19.9	H = 3.0	I = 1.2	J = 5.3
O=[N+]([O-])c1cc(CN2CCCCCC2)ccc1O
  A = 7.4	B = 5.4	C = -1.6	D = -2.0	E = i	F = -0.1	G = 17.2	H = 12.0	I = 1.6	J = -12.1

Results in HSF-1 act, HDAC3 inh and GSK3A inh (three entries from above):
canonical_smiles | HSF-1 act | HDAC3 inh | GSK3A inh
COc1ccc(NC(=O)c2coc(C)c2)cc1 | 25.4 | -4.4 | 1.6
CCc1ccccc1NC(=O)c1cc(C)no1 | -19.9 | -1.9 | -3.2
O=[N+]([O-])c1cc(CN2CCCCCC2)ccc1O | 17.2 | 5.4 | -2.0

These rows are one share of the data. The share of hits here may be higher or lower than overall.
